Screening data deposited in PubChem by National Center for Advancing Translational Sciences (NCATS).
FLuc counter: inhibits or activates purified firefly luciferase, miR-21 counter-screen | purified FLuc, Km substrates, luminescence inhibition | Potency, µM (highest dose often 57.5 µM), for inactives: at the highest dose activity change, negative = inhibition, actives largely listed as inhibitors | AID 588342 | P08659 | 360,000 compounds, 6.9% hits;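 further: potency means the concentration at half of the fitted maximal effect; plate controls were vehicle for no effect and reference inhibitor for full effect; nearly all actives have a fitted effect of over 55% in size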
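Purified P. pyralis luciferase (10nM final) with 10uM D-luciferin and 10uM ATP (Km levels) in 50mM Tris acetate pH 7.5, 10mM Mg acetate, 0.01% Tween-20, 0.05% BSA; qHTS 6-point titration, ~60 µM downward; luminescence read.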
Giardia killer: Giardia lamblia killing | Giardia lamblia trophozoite viability | activity change, % at 7.66 µM, hits read low | 340,000 compounds, 0.15% hits | AID 540267; in the data active means activity change below about -80%; inconclusive means between about -30% and that limit;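 further: parasites exposed to compound for two days anaerobically before the ATP read; on the % scale 0 is the no-effect control and ±100 the full control effect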
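Each well holds 100 Giardia trophozoites and compound. After two days (48 hrs) at 37 deg C in anaerobic conditions, ATP is quantified by luminescence.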
RORgamma inh: ROR gamma (mouse) transcription inhibition; Drosophila S2 Gal4-RORgamma UAS-luciferase reporter, 20 h; Potency, µM (doses to about 53.6 µM), inactives show at the top dose activity change, negative = inhibition, actives largely listed as inhibitors; P51450; AID 2551; 310,000 compounds, 5.4% hits; further: potency means the concentration at half of the fitted maximal effect; on the % scale 0 is the no-effect control and ±100 the full control effect; nearly all actives have a fitted effect of over 60% in size
Target sequence (P51450 whole entry, looked up, the tested form may be a part): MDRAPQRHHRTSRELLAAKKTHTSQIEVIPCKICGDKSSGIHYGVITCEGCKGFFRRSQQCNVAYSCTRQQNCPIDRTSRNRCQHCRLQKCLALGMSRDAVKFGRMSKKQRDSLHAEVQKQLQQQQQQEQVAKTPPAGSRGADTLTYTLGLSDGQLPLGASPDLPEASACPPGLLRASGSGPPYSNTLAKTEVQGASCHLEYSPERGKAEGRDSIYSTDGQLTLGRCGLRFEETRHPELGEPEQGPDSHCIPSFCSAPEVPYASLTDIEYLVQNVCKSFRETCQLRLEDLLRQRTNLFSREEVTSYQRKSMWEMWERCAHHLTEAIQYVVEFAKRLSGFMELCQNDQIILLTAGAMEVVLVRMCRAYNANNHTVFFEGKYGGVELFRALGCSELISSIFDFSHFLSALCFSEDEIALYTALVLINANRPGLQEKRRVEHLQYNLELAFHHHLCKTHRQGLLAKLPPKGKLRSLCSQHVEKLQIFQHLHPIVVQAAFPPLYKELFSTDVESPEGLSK
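Schneider cells (Drosophila), stable Gal4 DBD–ROR gamma + UAS-luc; 1 hr cmpd preincubation; Cu2+ induction 700 uM final; 20 hr ambient; luminescence.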
Rab9 promoter act: activators of Rab9 promoter; Huh7 Rab9 promoter-luciferase reporter, luminescence, 24 h; Potency, µM (highest dose often 9.22 µM), inactives show top-dose activation, negative = inhibition, most hits filed as activators; 320,000 compounds, 2.8% hits; AID 485297; further: potency means the concentration at half of the fitted maximal effect; % of control where 0% means no effect; nearly all actives have a fitted effect of over 60% in size
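Huh7 reporter line, Rab9 promoter upstream of luciferase. Compound exposure 24 h at 37 °C in reduced-serum medium with 10% FBS. Read-out: luminescence.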
BRCA1 expr act: activators of BRCA1 expression; MCF7-BRCA1-FFLuc reporter, luminescence, 48 h; response scale: scaled: vehicle 0%, 10 µM genistein 100%; Potency, µM (highest dose often 46.1 µM), without a hit: top-dose activation, actives largely listed as activators; 380,000 compounds, 1.1% hits; further: potency means the concentration at half of the fitted maximal effect; nearly all actives have a fitted effect of over 80% in size; some results filed as inactive show a strong effect at the top dose
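Activators of BRCA1 expression were detected as increased firefly luciferase luminescence in engineered MCF7 cells after 48 h compound incubation. Signals were scaled to genistein 10 microM as full activation.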
ELG1 genotoxic: induces genotoxicity in HEK293T cells with luciferase-tagged ELG1; AID 504466; HEK293T ELG1-luciferase reporter, luminescence, 16 h; 330,000 compounds, 1.3% hits; Potency, µM (titrated, usually from 46 µM), for the others: at the top dose activity change, positive = activation, actives largely listed as activators; further: potency means the concentration at half of the fitted maximal effect; % of control where 0% means no effect; nearly all actives have a fitted effect of over 60% in size
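Quantitative HTS format in 1536-well plates. HEK293T ELG1-luciferase reporter cells receive test compound and are incubated 16 hr at 37 °C, 5% CO2; ONE-Glo added, 30 min room temperature, then luminescence read.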
NPC1 prom act: activators of NPC1 promoter | AID 485313 | 320,000 compounds, 2.4% hits | Huh7 NPC1 promoter luciferase reporter, 24 h | Potency, µM (top dose mostly 9.22 µM), for inactives: top-dose activation, most hits filed as activators;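 further: potency means the concentration at half of the fitted maximal effect; % of control where 0% means no effect; nearly all actives have a fitted effect of over 60% in size; reporter is driven by a mutant NPC1 promoter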
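Luminescence read-out of NPC1 promoter-driven luciferase in stably transfected Huh7 cells; compounds delivered in DMSO and left 24 h at 37C, 5% CO2, qHTS titration format.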
Menin MLL FP TR: displaces Texas Red mutant MLL peptide from human menin | O00255 | 270,000 compounds, 0.23% hits | Menin + Texas Red MLL mutant peptide, fluorescence polarization | Potency, µM (highest dose often 61.6 µM), inactives show top-dose FP activity change, negative = inhibition, usual class: inhibitors | AID 1768; active means well fitted inhibition curve with a large enough effect in the polarisation, with a control signal flat, not every such curve was filed as active; inconclusive means small, poorly fitted or top-dose-only effect, or effect the other way, or a change in a side signal; inactive means no such curve, though single readings can be large or run the other way; the % refers to the polarisation; further: potency means the concentration at half of the fitted maximal effect; % of control where 0% means no effect; many of its hits are not listed in these tables
PKM2 act: activators of human pyruvate kinase M2; purified PKM2, Kinase-Glo ATP luminescence, activation; response scale: 0% is enzyme alone, no compound; Potency, µM (titrated, usually from 57.5 µM), without a hit: top-dose activation, most hits filed as activators; 260,000 compounds, 0.34% hits; further: potency means the concentration at half of the fitted maximal effect; on the % scale 0 is the no-effect control and ±100 the full control effect; nearly all actives have a fitted effect of over 55% in size
Target sequence (P14618 whole entry, looked up): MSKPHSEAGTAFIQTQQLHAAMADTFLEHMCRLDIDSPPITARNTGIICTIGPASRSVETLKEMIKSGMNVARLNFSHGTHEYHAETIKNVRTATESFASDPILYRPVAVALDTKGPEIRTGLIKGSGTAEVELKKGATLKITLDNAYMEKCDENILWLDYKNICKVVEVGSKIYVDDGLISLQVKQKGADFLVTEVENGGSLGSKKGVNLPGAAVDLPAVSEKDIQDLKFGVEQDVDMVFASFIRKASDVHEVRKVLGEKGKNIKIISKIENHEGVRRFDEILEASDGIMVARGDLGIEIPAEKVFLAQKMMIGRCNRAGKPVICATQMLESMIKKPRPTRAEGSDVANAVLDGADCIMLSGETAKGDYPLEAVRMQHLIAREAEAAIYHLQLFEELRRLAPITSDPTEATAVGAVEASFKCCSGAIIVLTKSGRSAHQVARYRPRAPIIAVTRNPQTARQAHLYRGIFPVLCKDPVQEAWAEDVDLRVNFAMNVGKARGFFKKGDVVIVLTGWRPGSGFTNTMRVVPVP
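ATP formation by purified human PK-M2, quantified via coupled luciferase luminescence after 1 h at room temperature with 0.1 mM ADP and 0.5 mM PEP final.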
p53 reactivation: mutant p53 re-activation in reporter cells; H1299 p53-A138V BP100-luciferase reporter, luminescence, 24 h; Potency, µM (top dose mostly 92.2 µM), inactives show at the highest dose activity change, positive = activation, actives largely listed as activators; AID 504706; 320,000 compounds, 0.063% hits; further: potency means the concentration at half of the fitted maximal effect; % of control where 0% means no effect; nearly all actives have a fitted effect of over 45% in size
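H1299 (p53-null), stable ts p53-A138V + BP100-Luc; 1000 cells/well, Opti-MEM/10% FBS; cpd 4 pt, 1:5; 24 h, 37 deg C, 5% CO2; detection reagent 10 min RT; luminescence.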
VP16 counter: counter-screen for ROR gamma inhibitors: Gal4-VP16 reporter. Drosophila S2 Gal4-VP16 UAS-luciferase, luminescence, 20 h. Potency, µM (highest dose often 53.6 µM), for the others: top-dose activity, negative = inhibition, hits mostly inhibitors. 310,000 compounds, 3.5% hits. AID 2546;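 further: Gal4-VP16 expression switched on by copper sulfate through the metallothionein promoter; potency means the concentration at half of the fitted maximal effect; on the % scale 0 is the no-effect control and ±100 the full control effect; nearly all actives have a fitted effect of over 50% in size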
An asterisk follows results filed as active; ? = inconclusive; . = no result given; [ ] = dose if it differs, or a comment. Unless noted, the call rests on the fitted dose curve; in most records, active means well fitted curve in the direction sought with a large enough effect; inconclusive means small, poorly fitted or top-dose-only effect, or another doubt; inactive means no such curve, though single readings can be large; an effect the other way counts as inactive or inconclusive. These rows are one share of the data. The share of hits here may be higher or lower than overall.

SMILES | FLuc counter | Giardia killer | RORgamma inh | Rab9 promoter act | BRCA1 expr act | ELG1 genotoxic | NPC1 prom act | Menin MLL FP TR | PKM2 act | p53 reactivation | VP16 counter
COc1ccc(Cl)cc1NC(=O)CN(C)C(=O)Cn1[nH]c(=O)c2ccccc2c1=O | -4% | 11 | . | -3% | -32% | 0% | -3% | . | . | -1% | .
CC(OC(=O)c1ccc([N+](=O)[O-])o1)C(=O)Nc1nc(-c2ccc(F)c(F)c2)cs1 (configuration not stated) | 24µM* | 3 | . | ? | 13µM* | 14% | ? | . | . | ? | .
CCCCNS(=O)(=O)c1ccc(S(=O)(=O)N2CCC3(CC2)OCCO3)cc1 | 1% | -1 | ? | -2% | -22% | -3% | 2% | -9% | -18% | -5% | ?
Cc1ccc(OCC(=O)NCc2ccco2)c([N+](=O)[O-])n1 | 3% | -21 | -6% | -3% | 4% | 2% | -1% | -4% | 1% | -3% | -4%[10 µM]
O=C(CN1CCc2ccccc2C1)Nc1cc(S(=O)(=O)N2CCOCC2)ccc1N1CCCC1 | 3% | -14 | 40% | -9% | -35% | -1% | 0% | -1% | -4% | 2% | 6%
Cn1cccc1Cc1nnc(SCC(=O)Nc2ccc(Cl)cc2)n1-c1ccc(F)cc1 | 4% | 3 | ? | -5% | -25% | -8% | -4% | 12% | 8% | 2% | -15%
COc1ccccc1N1CCN(C(=O)c2ccccc2SCC(=O)N2CCCC2)CC1 | 2% | 9 | . | -3% | -26% | 1% | 7% | . | . | -1% | .
COc1cc(/C=C/C(=O)OCC(=O)N2CC3(C)CC2CC(C)(C)C3)ccc1O (configuration not stated) | -8% | 10 | ? | 2% | -33% | -3% | 3% | 4% | -3% | -4% | 9%
CCCn1c(SCC(=O)c2cc(C)ccc2C)n[nH]c1=O | 0% | 15 | 2% | -11% | 11% | -6% | 0% | 1% | 0% | -8% | ?
CCC1CCC(N2CCN(c3cccc(OC)c3)CC2)CC1 (configuration not stated) | 0% | -17 | -3% | -2% | -1% | -5% | 0% | -25% | 0% | -4% | 6%
Cc1ccc(N2CN(Cc3ccco3)CNC2=S)cc1 | -3% | -11 | 11µM* | -4% | -3% | 27% | -7% | -16% | 1% | 1% | ?
CCC(C(=O)O/N=C(\N)c1ccccc1)c1ccccc1 (configuration not stated) | ? | 4 | -11% | 0% | -20% | 8% | 1% | -20% | -5% | 11% | -4%
CN1CCN(CCc2nc3cc(NC(=O)c4ccco4)ccc3n2C)CC1 | 4% | 21 | ? | 1% | 0% | 2% | -3% | . | -5% | -1% | 7%
Cc1onc(-c2ccccc2)c1C(=O)OCc1nnc(-c2ccc([N+](=O)[O-])cc2)o1 | 0% | 3 | . | -10% | -16% | 0% | 1% | . | . | -1% | .
CCOC(=O)C1CCCCN1Cc1ccc(OC)c(OC)c1OC (configuration not stated) | 4% | 3 | 5% | -6% | -44% | 0% | -1% | -1% | 0% | 1% | 1%
O=C(NC1CCN(C(=O)Nc2cccc(Cl)c2)CC1)c1ccccc1 | -1% | 4 | -27% | 0% | -6% | -1% | 0% | -19% | 0% | 5% | -7%
Cn1c(=O)c2c(SCc3cccnc3)nc(C3CC3)nc2n(C)c1=O | 3% | 25 | -10% | 1% | -16% | 7% | 1% | -10% | ? | -5% | 1%
CCOC(=O)C1=C(N)n2c(s/c(=C\c3ccncc3)c2=O)=C(C(=O)OCC)C1c1ccncc1 (configuration not stated) | 0% | -23 | -13% | 2% | 0% | ? | -3% | 8% | -3% | 3% | ?
O=C(Nc1ccccc1C(=O)O)c1ccccc1 | ? | 1 | 16% | -3% | ? | 17% | 2% | -11% | 2% | 11% | 3%
COc1ccc(OC)c(-c2csc(N(CC3CCCO3)C(=O)C3CCCCC3)n2)c1 (configuration not stated) | 0% | 10 | 22% | -4% | -18% | -3% | -10% | -20% | 7% | 1% | -5%
N#Cc1cccc(NC(=O)CC2CCCC2)c1 | 0% | 4 | 33% | 3% | 10% | -10% | -2% | -15% | . | 3% | -16%
O=C(c1cccs1)N1CCN(c2ncc(C(F)(F)F)cc2Cl)CC1 | -10% | 1 | 30% | 1% | 20% | -3% | -1% | . | 2% | 10% | -8%
CCCOc1ccc(N2CC(C(=O)Nc3ccc(N4CCOCC4)cc3)CC2=O)cc1 (configuration not stated) | 1% | -6 | -17% | -3% | 16% | 13% | 0% | 12% | -10% | 3% | -5%
Cc1cccc(C(=O)N/N=C/c2ccc3c(c2)OCO3)n1 | ? | 4 | 5% | 7% | 4% | 6% | 7% | -4% | -3% | 2% | 3%
CC(=O)N1c2ccc(S(=O)(=O)NCC3CCC(C(=O)Nc4ccc(C)cn4)CC3)cc2CC1C (configuration not stated) | 6% | 3 | 15% | -21% | -14% | -3% | -12% | . | . | -16% | -71%
(continued)
SMILES | FLuc counter | Giardia killer | RORgamma inh | Rab9 promoter act | BRCA1 expr act | ELG1 genotoxic | NPC1 prom act | Menin MLL FP TR | PKM2 act | p53 reactivation | VP16 counter
O=C(CSc1n[nH]c(=O)n1Cc1ccccc1)Nc1ccc(N2CCOCC2)cc1 | -3% | -13 | . | -5% | -15% | -8% | -3% | . | . | 20% | .
CCOC(=O)c1ccc(N2C(=O)c3n[nH]c(C)c3C2c2ccc(O)cc2)cc1 (configuration not stated) | -2% | 6 | 22% | 1% | 32% | 2% | 0% | 14% | 1% | ? | 5%
Cc1ccc(NC(=O)CCC(=O)c2cccs2)c(Br)c1 | ? | 1 | -4% | 3.5µM* | 6.3µM* | ? | ? | -5% | -1% | 11% | 9%
CCOc1ccccc1C(=O)N[C@H](C(=O)Nc1ccc(OC)c(S(=O)(=O)N2CCOCC2)c1)C(C)C | -7% | 7 | -6% | 8% | -10% | -1% | -7% | -4% | -12% | 0% | -5%
CCc1cc2c(NCC3CCCO3)nc(C)nc2s1 (configuration not stated) | -1% | -17 | 3% | -2% | -38% | -4% | -1% | 4% | 9% | -10% | -14%
CCn1c2ccccc2c2cc(NC(=O)CSc3nnc(-c4cccc(C)c4)o3)ccc21 | 1% | -3 | -10% | 1% | -60% | -2% | -5% | 1% | -12% | -2% | 0%
Cc1ccc(O)c(CNc2cccc(C)n2)c1 | -23% | 26 | -23% | 4% | 17% | 1% | 2% | 13% | 7% | 10% | 25%
CC(C)(C)NC(=O)CN(C(=O)CS(=O)CC(=O)Nc1ccc(F)cc1)c1ccc2c(c1)OCCO2 (configuration not stated) | -3% | 3 | -11% | 1% | -5% | 1% | -5% | 1% | 1% | -6% | -25%
Cc1cc(C(=O)Nc2c(F)c(F)c(F)c(F)c2F)n(-c2ccccc2)n1 | -5% | -12 | 11% | -4% | -5% | -4% | -5% | -2% | -6% | 2% | 1%
CCCCc1nc(C(N)=O)c2[nH]c(=O)n(-c3ccccc3F)c2n1 | 1% | -3 | 0% | -5% | -4% | 4% | -5% | 7% | . | -3% | -4%
Cc1ccccc1CSCC(Nc1ccc(C(=O)O)cc1[N+](=O)[O-])C(=O)O (configuration not stated) | -2% | -3 | -29% | 1% | 5% | 0% | -2% | . | 4% | 3% | -4%

Among those listed so far, these have fluorine:
SMILES | FLuc counter | Giardia killer | RORgamma inh | Rab9 promoter act | BRCA1 expr act | ELG1 genotoxic | NPC1 prom act | Menin MLL FP TR | PKM2 act | p53 reactivation | VP16 counter
CC(OC(=O)c1ccc([N+](=O)[O-])o1)C(=O)Nc1nc(-c2ccc(F)c(F)c2)cs1 (configuration not stated) | 24µM* | 3 | . | ? | 13µM* | 14% | ? | . | . | ? | .
Cn1cccc1Cc1nnc(SCC(=O)Nc2ccc(Cl)cc2)n1-c1ccc(F)cc1 | 4% | 3 | ? | -5% | -25% | -8% | -4% | 12% | 8% | 2% | -15%
O=C(c1cccs1)N1CCN(c2ncc(C(F)(F)F)cc2Cl)CC1 | -10% | 1 | 30% | 1% | 20% | -3% | -1% | . | 2% | 10% | -8%
CC(C)(C)NC(=O)CN(C(=O)CS(=O)CC(=O)Nc1ccc(F)cc1)c1ccc2c(c1)OCCO2 (configuration not stated) | -3% | 3 | -11% | 1% | -5% | 1% | -5% | 1% | 1% | -6% | -25%
Cc1cc(C(=O)Nc2c(F)c(F)c(F)c(F)c2F)n(-c2ccccc2)n1 | -5% | -12 | 11% | -4% | -5% | -4% | -5% | -2% | -6% | 2% | 1%
CCCCc1nc(C(N)=O)c2[nH]c(=O)n(-c3ccccc3F)c2n1 | 1% | -3 | 0% | -5% | -4% | 4% | -5% | 7% | . | -3% | -4%
